D1 PAM: human D1 dopamine receptor positive modulation | P21728 | HEK293 TREx D1 cells, calcium flux, dopamine EC20 potentiation | potentiation, % at 10 µM | 360,000 tested, 0.036% active | AID 504651; in the data active means potentiation above about 30%; further: 0% is about no effect
RXFP1 ag: activates the human relaxin receptor RXFP1 | Potency, µM (series often up to 57.5 µM), inactives show at the top dose activation, usual class: activators | Q9HBX9 | HEK293T-RXFP1 cAMP TR-FRET, 30 min; response scale: percent of porcine relaxin response, buffer zero | 370,000 tested, 0.3% active; further: potency means the concentration at half of the fitted maximal effect; on the % scale 0 is the no-effect control and ±100 the full control effect; nearly all actives have a fitted effect of over 60% in size; many of its hits are not listed in these tables
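HEK293T cells stably expressing RXFP1 were pretreated with the PDE4 inhibitor Ro 20174, exposed to compounds for 30 min at 37C, lysed, and cAMP was read by TR-FRET. Data normalized to buffer (basal) and 29 nM porcine relaxin (100%).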
D1 antagonist: blocks dopamine activation of the human D1 receptor; activity change, negative = inhibition, % at 10 µM; HEK293 TREx D1 cells, calcium flux, dopamine EC80; stronger effect = lower value; 360,000 tested, 3.2% active; P21728; AID 504652; in the data active means activity change below about -30%; further: on the % scale 0 is the no-effect control and ±100 the full control effect
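Allosteric or orthosteric antagonism assessed as attenuation of the calcium response to EC80 dopamine, added 180 s after compound, in induced HEK293 Trex D1 cells loaded with no-wash calcium dye.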
LDHA inh: blocks human lactate dehydrogenase A; 480,000 tested, 0.15% active; purified LDHA, NADH/diaphorase-resazurin fluorescence; stronger effect = lower value; activity change, % (values are at about 110 or 230 µM); P00338; AID 1347041; in the data active means activity change below about -30%; inconclusive means mostly about -25% to -30%;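 further: plate controls were DMSO wells for no effect and wells without enzyme for full effect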
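Human LDH5 (2 nM) was incubated with 0.06 mM NADH and 0.2 mM pyruvate for 5 min at room temperature in Tris pH 7.4. Remaining NADH was coupled through diaphorase/resazurin, and resorufin fluorescence was read at 0 and 20 min.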
Vif-APOBEC3F blk: Vif-A3F binding inhibition; HeLa A3F-eYFP + Vif (tagged APOBEC3F with the HIV-1 protein that degrades it), YFP fluorescence increase; Potency, µM (doses to about 46.1 µM), for the others: at the top dose activity, negative = active; 390,000 tested, 0.2% active; AID 602313; further: potency means the concentration at half of the fitted maximal effect; % of control where 0% means no effect; nearly all actives have a fitted effect of over 65% in size
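Fluorescence increase (Ex 488/Em 500-530) after overnight compound treatment at 37 deg C flags inhibition of Vif-driven A3F-eYFP loss in stable HeLa A3F-eYFP/Vif cells seeded overnight beforehand.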
GRP78 ERSR act: induces the endoplasmic reticulum stress response in human glioma cells | Potency, µM, for inactives: top-dose activation, hits mostly activators | AID 602332 | U87-MG GRP78 promoter luciferase reporter, 16 h | 420,000 tested, 0.02% active; further: potency means the concentration at half of the fitted maximal effect; series mostly up to about 76 µM; % of control where 0% means no effect; nearly all actives have a fitted effect of over 35% in size
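Stably transfected U87-MG human glioma cells carrying a GRP78-based luminescent sensor were seeded at 1000 cells/well, pin-dosed with compounds and incubated 16 h. Luciferase reagent was then added, and end-point luminescence was read after 10 min at room temperature.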
Vif-APOBEC3G blk: inhibitors of Vif-APOBEC3G interaction; Q9HC16; HeLa A3G-eYFP + Vif (tagged APOBEC3G with the HIV-1 protein that degrades it), YFP fluorescence, overnight; Potency, µM (doses to about 46.1 µM), for the others: at the highest dose activity, negative = active, most hits filed as inhibitors; 410,000 tested, 0.076% active; AID 602310;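 further: potency means the concentration at half of the fitted maximal effect; on the % scale 0 is the no-effect control and ±100 the full control effect; nearly all actives have a fitted effect of over 60% in size; hits raise eYFP signal because A3G escapes Vif-driven loss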
Target sequence (Q9HC16 whole entry, looked up): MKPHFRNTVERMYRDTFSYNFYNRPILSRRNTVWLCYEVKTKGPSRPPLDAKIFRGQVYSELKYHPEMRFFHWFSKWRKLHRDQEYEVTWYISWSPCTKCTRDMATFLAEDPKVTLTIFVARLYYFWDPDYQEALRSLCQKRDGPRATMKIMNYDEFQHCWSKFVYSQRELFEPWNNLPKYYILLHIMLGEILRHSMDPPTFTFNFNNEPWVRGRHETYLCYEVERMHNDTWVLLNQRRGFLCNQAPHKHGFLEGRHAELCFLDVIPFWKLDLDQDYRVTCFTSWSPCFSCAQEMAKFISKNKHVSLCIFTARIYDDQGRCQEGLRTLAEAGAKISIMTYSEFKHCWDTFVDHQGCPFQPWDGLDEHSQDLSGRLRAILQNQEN
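Read-out is eYFP fluorescence (Ex 488/Em 500-530) from Vif-expressing HeLa A3G-eYFP cells; more signal means A3G escaped Vif-mediated degradation. Cells plated overnight, compound pinned in, incubated overnight at 37 deg C.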
D1 ag: human D1 receptor agonism; P21728; HEK293 T-REx D1 cells, calcium flux, agonist mode; activation, % at 2 µM; 360,000 tested, 1% active; in the data active means activation above about 30%; further: 0% is about no effect
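Inducible HEK293 T-REx D1 cells, force-coupled to calcium signalling, were plated at 4000 cells/well with tetracycline and held overnight at 30 C. After no-wash calcium dye loading, compound-evoked calcium rise over 180 s flagged agonists.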
D2 PAM: positive allosteric modulators of human D2 dopamine receptor. HEK293 T-REx D2, calcium flux, EC20 dopamine potentiation. AID 485347. potentiation, % at 10 µM. P14416. 340,000 tested, 0.34% active;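 active means potentiation over 3 SD above the plate norm, cut at about 30% in these data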; further: 0% is about no effect
Target sequence (P14416 whole entry, looked up): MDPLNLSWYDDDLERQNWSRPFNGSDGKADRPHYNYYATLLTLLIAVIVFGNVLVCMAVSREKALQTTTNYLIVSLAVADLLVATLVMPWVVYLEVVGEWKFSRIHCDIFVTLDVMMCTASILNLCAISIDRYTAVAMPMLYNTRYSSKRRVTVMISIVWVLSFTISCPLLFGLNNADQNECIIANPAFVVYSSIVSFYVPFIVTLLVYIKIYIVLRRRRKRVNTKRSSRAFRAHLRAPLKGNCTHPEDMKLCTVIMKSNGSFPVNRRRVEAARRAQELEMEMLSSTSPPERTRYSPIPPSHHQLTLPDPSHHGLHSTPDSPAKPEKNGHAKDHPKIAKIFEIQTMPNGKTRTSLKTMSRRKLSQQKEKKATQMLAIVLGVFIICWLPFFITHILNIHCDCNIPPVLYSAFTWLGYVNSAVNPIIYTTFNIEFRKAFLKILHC
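Tetracycline-induced HEK293 T-REx cells force-coupled to calcium signalling expressed D2; compounds were pin-added after a 10 s baseline, read kinetically 180 s, then an EC20 dopamine challenge followed with a further 180 s calcium read.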
* = called active by the depositor; ? = inconclusive; nt = no result given. Unless noted, the call rests on the fitted dose curve; in most records, active means well fitted curve in the direction sought with a large enough effect; inconclusive means small, poorly fitted or top-dose-only effect, or another doubt; inactive means no such curve, though single readings can be large; an effect the other way counts as inactive or inconclusive.

SMILES	D1 PAM	RXFP1 ag	D1 antagonist	LDHA inh	Vif-APOBEC3F blk	GRP78 ERSR act	Vif-APOBEC3G blk	D1 ag	D2 PAM
COc1cccc(C(=O)Nc2ccc(NC(=O)c3ccc(C(C)(C)C)cc3)cc2)c1	-2	4.7%	8	-4	nt	nt	nt	1	5
CCOC(=O)c1[nH]nc2c1C(=O)N(Cc1ccccc1)C2=O	2	2.6%	11	-2	3%	-6%	0%	1	0
O=C(Nc1cc(C(F)(F)F)ccc1N1CCOCC1)C1=COCCO1	-2	-1.5%	-3	-7	6%	-3%	-1%	1	0
Cc1ccc2c(c1)c(=O)c1ccccc1n2CCCC(=O)Nc1cc(Cl)ccc1C	3	8.5%	-9	-2	-6%	-3%	-16%	0	1
Cc1ccccc1N1CCN(C2CCCN(C(=O)c3snnc3C)C2)CC1 (centres undefined)	-3	-0.7%	11	-5	12%	-5%	4%	3	-3
O=C(CN(CCO)c1ccccc1)Nc1cccc(S(=O)(=O)N2CCCC2)c1	-6	1.1%	2	-2	10%	-1%	3%	3	1
CCCC1CC(=O)NC1(C(=O)OCC)C(=O)OCC (centres undefined)	nt	nt	nt	-5	0%	-2%	1%	nt	nt
O=C(Cn1ncc(Cl)c(Cl)c1=O)Nc1ccc2c(c1)OCO2	-9	0.0%	-50*	4	-2%	-16%	?	0	19
O=S(=O)(Nc1cccc2cn[nH]c12)c1ccc(F)cc1	-1	-0.7%	-1	1	5%	-3%	-1%	6	-8
CCCCN(CCCNC(=O)c1c(C)oc2nc[nH]c(=O)c12)Cc1ccccc1	0	21%	-5	-2	-4%	-3%	-3%	-1	-16
COc1ccc2[nH]cc(CCNC(=O)Cc3ccc(Cl)cc3)c2c1	-8	-3.9%	-4	-7	10%	-1%	1%	2	8
Cc1ccc(NC(=O)C2CC2)cc1S(=O)(=O)N1CCOCC1	nt	nt	nt	-2	2%	-3%	-2%	nt	nt
O=C(CN1CCN(Cc2ccccc2)CC1)N/N=C\C=C/c1ccco1	-2	-0.1%	-8	4	-5%	2%	0%	3	2
COC(=O)Nc1ccc2c(c1)N(C(=O)CCCl)c1ccccc1S2	-10	-3.6%	-7	-2	-17%	?	?	3	-3
Cc1ccc(-n2cc[nH]c2=S)c(C)c1	-4	-0.1%	6	-6	7%	-3%	-1%	2	-4
C=CCNC(=O)c1ccccc1NC(=O)c1ccccc1C	-5	0.9%	16	3	-8%	-4%	-7%	-1	20
CC(C)c1ccc(N)c(S(=O)(=O)O)c1	2	1.9%	-11	-9	-5%	1%	-1%	3	4
N=C1C(c2nc3ccccc3[nH]2)=C(O)CN1c1ccc(CC(=O)O)cc1	-2	-1.2%	-15	-1	3%	-5%	-5%	4	2
COc1ccccc1NC(=O)c1c([N+](=O)[O-])cnn1C	1	4.8%	-9	-13	2%	-2%	1%	1	12
CC(=O)C1=C(O)C(=O)N(CCC(=O)O)C1c1ccccc1[N+](=O)[O-] (centres undefined)	3	-0.7%	2	1	-1%	-5%	4%	2	0
N#C/C=C1\n2c(nc3ccccc32)OC12CCCCC2	9	0.1%	7	-1	8%	3%	1%	2	5
O=C(NCCSCc1ccco1)Nc1cccc(Cl)c1	-3	1.5%	-3	1	8%	4%	2%	6	-21
Cc1ccc(C(=O)N/N=C\c2ccccn2)cn1	-10	3.5%	-8	-1	2%	0%	-5%	1	5
CCOC(=O)c1sc(NC(=O)c2ccccc2OCC)nc1C	9	2.4%	12	-5	1%	-2%	-4%	3	6
O=C(Cc1cccs1)Nc1nc(-c2ccc(F)c(F)c2)cs1	-5	-2.8%	-8	-3	9%	-1%	-6%	2	-8
Cc1ccc(S(=O)(=O)N2CCN(c3ccc([N+](=O)[O-])c(NCCN4CCOCC4)c3)CC2)cc1	-4	1.5%	5	0	-3%	-3%	0%	2	-9
COC(=O)C1=C(C)N(CCc2c[nH]c3ccccc23)C(=O)/C1=C\N(C)C	4	1.2%	3	-1	13%	-3%	-6%	2	-4
CN(c1ccccc1)S(=O)(=O)c1cccc(NC(=O)c2ccc3ncsc3c2)c1	2	0.0%	2	-4	7%	-6%	8%	2	-1
CCOc1ccc(C(=O)OC2CCCN(C)C2)cc1 (centres undefined)	5	3.6%	3	-3	3%	-1%	3%	5	-8
COc1ccc(S(=O)(=O)NC(C(=O)OCC(=O)Nc2ccc(N3CCOCC3)cc2)C(C)C)cc1 (centres undefined)	nt	nt	nt	6	0%	3%	1%	nt	nt
COc1ccc(Nc2nc(NCCO)nc(N3CCCC3)n2)cc1	nt	nt	nt	-3	0%	-2%	-1%	nt	nt
C=CC(=O)Nc1cccc(Oc2ccnc3[nH]ccc23)c1	nt	nt	nt	-1	1%	0%	-17%	nt	nt
COc1ccc(C(CNC(=O)CSc2ccccc2)N2CCOCC2)cc1 (centres undefined)	nt	nt	nt	2	-4%	-6%	0%	nt	nt
CCOc1ccccc1-c1nc(-c2cc3ccc(C)cc3[nH]c2=O)no1	-2	-2.3%	1	-2	1%	-2%	0%	1	-23
Cc1c(C(=O)N(C)CCOc2ccccc2)oc2c(Cl)cccc12	-2	1.3%	2	0	6%	5%	0%	6	14
COc1ccc(C(Sc2ccccc2)c2ccccc2)cc1OC (centres undefined)	10	-1.1%	29	2	2%	-1%	1%	16	17
Cc1ccc(-n2nc3c(=O)n(CC(=O)NCc4ccccn4)nc(C)c3c2C)cc1	-4	3.4%	41	-1	8%	2%	1%	-1	-17
O=C(CN1C(=O)CSc2ccccc21)N/N=C/c1ccco1	2	2.0%	11	-4	2%	-5%	0%	1	4
C/C(O)=C(/C#N)c1nc2ccccc2[nH]1	-5	0.0%	-4	-1	0%	-2%	-9%	1	-2
Cc1cc(=O)oc2c1c(C)nn2-c1ccc(C(=O)OC(C)C)cc1	1	1.7%	-7	nt	nt	nt	nt	11	-4
Cc1ccc(C)n1-c1ccsc1C(=O)CC#N	-2	-0.3%	-2	-1	-7%	-3%	-4%	1	19
CC1=C(C(N)=O)C(c2cccnc2)n2nc(SCc3ccccc3Cl)nc2N1 (centres undefined)	-2	-0.7%	-1	-4	4%	-5%	-8%	0	0
O=C(OCc1cn([C@@H]2CN(CC3CCCCC3)[C@@H](c3ccccc3)C[C@H]2O)nn1)c1ccccc1	nt	nt	nt	2	-4%	-4%	2%	nt	nt
COc1cc(C2C(C(=O)c3cc4ccccc4o3)=C(O)C(=O)N2CCN2CCOCC2)ccc1OCCC(C)C (centres undefined)	-4	28µM*	-7	3	-9%	-2%	-7%	1	1
COc1ccc(OCc2nc(N)nc(Nc3ccc(C)cc3)n2)cc1	-3	0.6%	11	-4	7%	7%	1%	1	-4
CCOC(=O)c1c(NC(=S)Nc2ccccc2)sc2c1CCN(CCc1ccccc1)C2	0	1.3%	-10	nt	nt	nt	nt	5	-11
COC(=O)c1cc(=O)n(Cc2cccs2)c(=Nc2ccccc2)s1	1	-4.2%	-6	-7	0%	19%	-22%	1	14
COc1cccc(-c2nc(CS(=O)(=O)CC(=O)NCCc3ccc(C)cc3)c(C)o2)c1	-10	-3.2%	-10	-3	-1%	-6%	3%	6	8

Taken from the results shown (nine entries):
SMILES	D1 PAM	RXFP1 ag	D1 antagonist	LDHA inh	Vif-APOBEC3F blk	GRP78 ERSR act	Vif-APOBEC3G blk	D1 ag	D2 PAM
O=C(CN1C(=O)CSc2ccccc21)N/N=C/c1ccco1	2	2.0%	11	-4	2%	-5%	0%	1	4
C/C(O)=C(/C#N)c1nc2ccccc2[nH]1	-5	0.0%	-4	-1	0%	-2%	-9%	1	-2
Cc1cc(=O)oc2c1c(C)nn2-c1ccc(C(=O)OC(C)C)cc1	1	1.7%	-7	nt	nt	nt	nt	11	-4
Cc1ccc(C)n1-c1ccsc1C(=O)CC#N	-2	-0.3%	-2	-1	-7%	-3%	-4%	1	19
CC1=C(C(N)=O)C(c2cccnc2)n2nc(SCc3ccccc3Cl)nc2N1 (centres undefined)	-2	-0.7%	-1	-4	4%	-5%	-8%	0	0
O=C(OCc1cn([C@@H]2CN(CC3CCCCC3)[C@@H](c3ccccc3)C[C@H]2O)nn1)c1ccccc1	nt	nt	nt	2	-4%	-4%	2%	nt	nt
COc1cc(C2C(C(=O)c3cc4ccccc4o3)=C(O)C(=O)N2CCN2CCOCC2)ccc1OCCC(C)C (centres undefined)	-4	28µM*	-7	3	-9%	-2%	-7%	1	1
COc1ccc(OCc2nc(N)nc(Nc3ccc(C)cc3)n2)cc1	-3	0.6%	11	-4	7%	7%	1%	1	-4
CCOC(=O)c1c(NC(=S)Nc2ccccc2)sc2c1CCN(CCc1ccccc1)C2	0	1.3%	-10	nt	nt	nt	nt	5	-11

Continuation.
SMILES	D1 PAM	RXFP1 ag	D1 antagonist	LDHA inh	Vif-APOBEC3F blk	GRP78 ERSR act	Vif-APOBEC3G blk	D1 ag	D2 PAM
CCC1C(=NO)C(CC)C(c2ccccc2)NC1c1ccccc1 (centres undefined)	1	-1.1%	-12	-4	2%	10%	-11%	1	-6
O=C(C[C@H]1C/C=C\C[C@@H](Cc2ccc(F)cc2)C(=O)OC[C@@H]2CCCN2C1=O)NCCO	nt	nt	nt	-1	-1%	7%	-4%	nt	nt
Cc1ccc(CCN2C(=O)c3ccc(C(=O)O)cc3C2=O)cc1	-4	-0.8%	3	nt	nt	nt	nt	3	nt
C#CCN(C[C@@H]1[C@@H](OC(=O)NCc2ccc(OC)c(OC)c2)[C@@H](OC(=O)NCc2ccc(OC)c(OC)c2)CN(C(=O)OC(C)C)N1C(=O)OC(C)C)S(=O)(=O)c1ccc(C)cc1	nt	nt	nt	-3	0%	-5%	-6%	nt	nt

Not all compounds are listed, so the mix of outcomes need not match the whole.
